Luc counter = counter-screen: inhibitors of Kinase-Glo firefly luciferase; 200,000 compounds, 0.28% hits; AID 1379; Potency, µM (doses to about 38.3 µM), for the others: at the highest dose activity change, negative = inhibition, hits mostly inhibitors; Kinase-Glo luciferase, ATP luminescence, 8 min; further: on the % scale 0 is the no-effect control and ±100 the full control effect; nearly all actives have a fitted effect of over 60% in size
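Compound is pinned into ATP-containing buffer (10 uM ATP, imidazole pH 7.2, 7 mM MgCl2). Kinase-Glo luciferase reagent is then added. Light output is recorded following an 8-min room-temperature incubation.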
GoLoco inh red = RGS12 GoLoco-Gai1 interaction inhibition | Gai1:RGS12 GoLoco peptide FP, rhodamine, 10 min | Potency, µM (top dose mostly 61.6 µM), for inactives: at the highest dose activity, negative = inhibition, usual class: inhibitors | 230,000 compounds, 0.44% hits; active means well fitted inhibition curve with a large enough effect, not every such curve was filed as active; inactive means no such curve, though single readings can be large or run the other way; further: on the % scale 0 is the no-effect control and ±100 the full control effect; nearly all actives have a fitted effect of over 30% in size; many of its hits are not listed in these tables
Target sequence (P63096 whole entry, looked up): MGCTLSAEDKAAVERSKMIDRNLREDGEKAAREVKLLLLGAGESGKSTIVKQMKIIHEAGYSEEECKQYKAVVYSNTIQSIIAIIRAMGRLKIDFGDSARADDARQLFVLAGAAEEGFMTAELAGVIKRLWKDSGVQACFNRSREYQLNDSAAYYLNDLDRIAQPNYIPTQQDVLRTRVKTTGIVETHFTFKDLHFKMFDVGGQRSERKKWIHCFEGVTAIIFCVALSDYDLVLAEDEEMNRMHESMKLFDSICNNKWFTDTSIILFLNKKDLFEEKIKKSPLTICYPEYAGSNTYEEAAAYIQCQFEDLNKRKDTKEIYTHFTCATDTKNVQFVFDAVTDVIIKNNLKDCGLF
JMJD2E inh = inhibitors of human JMJD2E histone demethylase | B2RXH2 | JMJD2E catalytic domain, FDH-coupled NADH fluorescence (FDH is formaldehyde dehydrogenase) | Potency, µM (highest dose often 57.1 µM), for the others: at the top dose activity change, negative = inhibition, hits mostly inhibitors | 230,000 compounds, 1.6% hits | AID 2147; active means well fitted inhibition curve with a large enough effect, not every such curve was filed as active; inconclusive means small, poorly fitted or top-dose-only effect, or another doubt; inactive means no such curve, though single readings can be large or run the other way;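 further: 0% = wells with enzyme and -100% = buffer wells without enzyme; nearly all actives have a fitted effect of over 50% in size; many of its hits are not listed in these tables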
Target sequence (B2RXH2 1-337 limits assumed): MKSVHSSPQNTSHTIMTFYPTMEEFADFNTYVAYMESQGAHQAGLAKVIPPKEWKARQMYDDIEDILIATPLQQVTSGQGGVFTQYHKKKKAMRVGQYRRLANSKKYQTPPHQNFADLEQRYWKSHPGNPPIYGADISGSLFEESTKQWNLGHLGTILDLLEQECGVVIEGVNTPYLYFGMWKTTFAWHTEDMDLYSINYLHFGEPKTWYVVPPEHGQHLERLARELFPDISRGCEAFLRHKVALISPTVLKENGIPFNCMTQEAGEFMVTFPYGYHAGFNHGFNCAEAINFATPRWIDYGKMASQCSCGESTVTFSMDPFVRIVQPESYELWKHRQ
SMN2 splice up = enhancers of SMN2 splice variant expression; HEK293 SMN2-luciferase splicing reporter, luminescence, 30-36 h; Potency, µM (highest dose often 46.1 µM), for the others: top-dose activity change, positive = activation, hits mostly activators; 210,000 compounds, 2.8% hits; AID 1458; further: % of control where 0% means no effect; nearly all actives have a fitted effect of over 55% in size
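HEK293 cells carry an SMN2 minigene-luciferase reporter in which exon 7 inclusion puts luciferase in frame. Cells were seeded at 2000 cells/well, attached for 10-12 hours, then exposed to compounds for 30-36 hours at 37C before ONE-Glo luminescence.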
IMPase Li cell = cell-permeable IMPase inhibitors with lithium potentiation; CHO-M1 cells, IP1 TR-FRET (IP-One), carbachol + lithium; Potency, µM (titrated, usually from 59.4 µM), inactives show at the top dose activity, negative = IMPase inhibition, usual class: inhibitors; 210,000 compounds, 0.35% hits; AID 1457;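 further: IP1 builds up when IMPase is blocked and the TR-FRET signal falls; plate controls were basal vehicle for no effect and high inhibitor control for full effect; nearly all actives have a fitted effect of over 50% in size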
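Concentration–response in CHO-M1 cells, lithium-potentiated; 30 min at 37C. IP1 detected by competitive TR-FRET after 10 min lysis at RT. Hill-fitted AC50.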
Epigenetic derep = derepresses silenced GFP reporter in murine cells; murine LDR cells, GFP reporter derepression, 30 h; Potency, µM (highest dose often 53.9 µM), for inactives: at the highest dose GFP activation, actives largely listed as activators; 280,000 compounds, 0.2% hits; AID 1865; further: % of control where 0% means no effect; nearly all actives have a fitted effect of over 60% in size
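GFP-positive cell count by laser-scanning cytometry (objects 20–120 um) after 30 h, 37 C compound exposure of murine LDR cells; reporter is CMV-GFP integrated at a silenced locus, inducible by HDAC or DNMT inhibitors.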
NPSR antag = antagonists of human neuropeptide S receptor cAMP signaling | CHO-NPSR cells, cAMP TR-FRET, antagonist mode | Potency, µM (series often up to 38.3 µM), inactives show top-dose activity change, negative = inhibition, usual class: inhibitors | AID 1461 | Q6W5P4 | 220,000 compounds, 1% hits; further: on the % scale 0 is the no-effect control and ±100 the full control effect; nearly all actives have a fitted effect of over 50% in size; many of its hits are not listed in these tables
Target sequence (Q6W5P4 whole entry, looked up): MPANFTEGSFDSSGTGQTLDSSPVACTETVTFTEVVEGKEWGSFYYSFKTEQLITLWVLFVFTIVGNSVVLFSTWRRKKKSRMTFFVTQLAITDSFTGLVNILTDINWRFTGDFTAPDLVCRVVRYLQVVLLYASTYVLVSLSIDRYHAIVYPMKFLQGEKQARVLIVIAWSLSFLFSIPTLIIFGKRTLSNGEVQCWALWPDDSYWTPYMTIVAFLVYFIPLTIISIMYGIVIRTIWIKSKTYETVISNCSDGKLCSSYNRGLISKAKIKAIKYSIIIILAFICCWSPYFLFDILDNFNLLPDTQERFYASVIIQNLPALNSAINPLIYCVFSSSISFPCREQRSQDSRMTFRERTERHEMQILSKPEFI
RECQ1 helicase = inhibitors of human RECQ1 DNA helicase; RECQ1 DNA unwinding, red fluorescence kinetic read; Potency, µM (titrated, usually from 57.3 µM), without a hit: top-dose activity, negative = inhibition, most hits filed as inhibitors; 240,000 compounds, 0.54% hits; AID 2549;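 further: plate controls were vehicle for no effect and no enzyme for full effect; nearly all actives have a fitted effect of over 30% in size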
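50 nM RECQ1T1 preincubated 15 min with compound in Tris pH 8.0 buffer with MgCl2, DTT, Tween-20 and 2.5 ug/ml poly(dI-dC); started with 200 nM TAMRA/BHQ-2 forked duplex and 2 mM ATP. Unwinding read as fluorescence (525/598 nm), two reads 2 h apart.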
* = called active by the depositor; i = inactive; ? = inconclusive; · = no result given; & = joins results of further samples; [ ] = remark or other dose. Unless noted, the call rests on the fitted dose curve; in most records, active means well fitted curve in the direction sought with a large enough effect; inconclusive means small, poorly fitted or top-dose-only effect, or another doubt; inactive means no such curve, though single readings can be large; an effect the other way counts as inactive or inconclusive. Potency means the concentration at half of the fitted maximal effect. An excerpt; the hit share may differ from the screen's.

cpd	molecule	Luc counter	GoLoco inh red	JMJD2E inh	SMN2 splice up	IMPase Li cell	Epigenetic derep	NPSR antag	RECQ1 helicase
1	Cc1oc2ccc(Br)cc2c(=O)c1-c1nn[nH]n1	-1%	11%	-4%	-15%	-4%	-0.2%	-22%	9%
2	COc1ccc(C2C3=C(CC(C)(C)CC3=O)Nc3nc(C)nn32)cc1OC (stereo unspecified)	·	-3%	-2%	·	·	-2.7%	18%	-11%
3	Cc1ccc(-n2c(-c3ccccc3)c[nH]c2=S)cc1	·	10%	-13%	·	-3%	-0.2%	-11%	0%
4	COc1cc2c(cc1OC)C1=C(C#N)CN(CC(=O)O)CN1CC2	3%	4%	?	-10%	9%[38.3 µM]	0.0%	3%[46.1 µM]	-3%
5	CCN=C(NCC)SC1CC(=O)N(c2cccc(OC)c2)C1=O (stereo unspecified)	1%	-12%	0%	-12%	-11%[38.3 µM]	3.0%	-11%[46.1 µM]	-6%
6	CCOC(=O)CSc1nc(-c2ccccc2)ns1	0%	-1%	7%	9%	-1%	0.1%	4%	i
7	CN(C)CCCn1c(SCC(=O)N2CC(=O)Nc3ccccc32)nc2ccccc2c1=O	1%	4%	-22%	-10%	9%	-0.4%	4%	-10%
8	COc1ccc(CCNC(=O)C2CCN(c3nn4c(=O)cc(C)nc4s3)CC2)cc1OC	1%	28%	-11%	-11%	5%	-2.2%	-2%[46.1 µM]	-3%
9	CCOC(=O)c1c(O)c(O)c(C(=O)OCC)n1-c1ccccc1	·	-15%	8%	·	·	0.0%	-7%	-3%
10	COc1cc2c(cc1NC(=O)CSc1nc3cc(Cl)ccc3s1)oc1ccccc12	-1%	6%	-7%	-14%	-4%	-1.0%	3%	0%
11	Cc1cccc(Oc2ccc(C(=O)NC3CCSC3=O)cn2)c1C (stereo unspecified)	0%	-6%	8%	-29%	1%[38.3 µM]	-1.0%	0%[46.1 µM]	-8%
12	CC(=O)N1CCc2cc(S(=O)(=O)N3c4ccccc4CC3C)ccc21 (stereo unspecified)	-4%	11%	-4%	-25%	24%[38.3 µM]	-1.0%	-5%[46.1 µM]	-1%
13	Cc1cccn2c(=O)c3cc(S(=O)(=O)c4ccccc4)c(=N)n(CC4CCCO4)c3nc12 (stereo unspecified)	·	2%	?	·	·	-1.9%	-37%	-1%
14	Cn1c(-c2nc(-c3ccccc3)cs2)nc2ccccc21	0%	-3%	?	·	12%	-1.6%	·	18%
15	O=C(COC(=O)C1CCN(S(=O)(=O)c2cccs2)CC1)c1ccccc1	-1%	1%	2%	5%	-2%	-1.5%	-2%	i

New compounds follow:
cpd	molecule	Luc counter	GoLoco inh red	JMJD2E inh	SMN2 splice up	IMPase Li cell	Epigenetic derep	NPSR antag	RECQ1 helicase
16	O=C(COc1ccc(Br)cc1CO)Nc1ccc(F)cc1	1%	5%	-2%	2%	11%[38.3 µM]	-2.1%	-6%[46.1 µM]	-2%
17	Cc1ccc(-c2noc(-c3ccccc3C(=O)N3CCCC3)n2)cc1	-2%	-1%	4%	-8%	15%[38.3 µM]	1.0%	-11%[46.1 µM]	-2%
18	Nc1c(C(=O)N/N=C/c2ccccc2Cl)oc2nc(-c3ccccc3)cc(-c3ccco3)c12	·	13%	?	·	·	13%	-12%	i
19	COc1ccc(-n2c(C)nc(=O)c(-c3ccccc3)c2C)cc1	0%	-2%	9%	-1%	6%	0.0%	4%	i
20	CSc1nc2ccc(S(=O)(=O)N3CCOCC3)cc2s1	0%	0%	-5%	-11%	24%[38.3 µM]	0.0%	-1%[46.1 µM]	-8%
21	CCOC(=O)Cc1nn(Cc2nc(-c3ccc(C)cc3)cs2)c(=O)c2ccccc12	·	10%	-19%	·	·	-3.3%	22%	-3%
22	Cc1cc(NC(=O)CSc2ccc3nnc(-c4ccc(F)cc4)n3n2)no1	-2%	7%	?	-12%	?	2.0%	0%[46.1 µM]	-8%
23	Fc1cc(F)cc(NC(=S)NCCCN2CCOCC2)c1	6%	11%	6%	·	-1%	2.2%	1%	20%
24	COc1cccc(C(=O)Nc2ccc(-n3nncc3C(C)(C)C)cc2)c1	-2%	-5%	-3%	-9%	-9%	0.7%	-16%	-11%
25	Cc1c(C(=O)O)sc2ncnc(N3CCCCC3C)c12 (stereo unspecified)	-1%	3%	-6%	-34%[inhibitor]	5.6µM*	0.0%	22%[46.1 µM]	-1%
26	COc1cccc(CN2CCNC(=O)C2CC(=O)NCCCn2ccnc2)c1 (stereo unspecified)	·	-7%	?	·	·	1.1%	8%	i
27	CCOC(=O)c1c(C)n(C)c2ccc(OC)c(NC(=O)CN3CCC4(CC3)OCCO4)c12	13%	-2%	1%	3%	-8%[38.3 µM]	8.2%	5%[46.1 µM]	i
28	CCn1nnnc1NCc1cccc(Cl)c1	-1%	4%	9%	5%	6%	1.5%	19%	i
29	COc1ccc2cc(S(=O)(=O)N3CCN(C)CC3)ccc2c1	-1%	-4%	?	7%	9%	0.0%	15%	i
30	O=C(NC1CCCCC1)N(Cc1ccc(F)cc1)Cc1nc2ccccc2c(=O)[nH]1	-2%	10%	-23%	?	1%[38.3 µM]	0.3%	13%[46.1 µM]	0%

Other compounds follow.
cpd	molecule	Luc counter	GoLoco inh red	JMJD2E inh	SMN2 splice up	IMPase Li cell	Epigenetic derep	NPSR antag	RECQ1 helicase
31	O=C(NCC1CCCO1)C1CCN(S(=O)(=O)Cc2ccccc2)CC1 (stereo unspecified)	-1%	-2%	11%	16%	13%[38.3 µM]	-1.0%	-5%[46.1 µM]	-4%
32	CCOC(=O)N/N=C/c1cn(CCCOc2ccc(C)cc2)c2ccccc12	-2%	7%	10%	-70%[inhibitor]	9%	-1.9%	-6%	0%
33	O=C(c1cccc(C(=O)N2CCN(c3ccc(F)cc3)CC2)c1)N1CCN(c2ccc(F)cc2)CC1	-3%	2%	?	-61%[inhibitor]	0%[38.3 µM]	-0.2%	-29%[46.1 µM]	-1%
34	COc1cccc(/C=N/NC(=O)CCCc2ccc(OC)c(C)c2)c1	0%	5%	-1%	-16%	9%	-1.1%	1%	-22%
35	COc1cc2nc3c(c([Si](C)(C)C(C)(C)C)c2cc1OC)Cn1c-3cccc1=O	-3%	-19%	-4%	4%	-10%	7.9µM*	·	-5%
36	CCCCN(C)CCNC(=O)Cn1c(=O)sc2ccccc21	0%	5%	2%	6%	12%[38.3 µM]	0.8%	3%[46.1 µM]	-8%
37	CN=C1S/C(=C/c2cn(CC(=O)OC)c3ccccc23)C(=O)N1C	·	29%	-24%	·	·	-6.8%	?	3%
38	Cc1ccc(-n2c(CNc3ccc(C)c(Cl)c3)n[nH]c2=S)cc1	-2%	10%	-4%	·	4%	1.6%	24%	-13%
39	O=[N+]([O-])c1ccc(CCO)cc1	·	11%	·	-6%	22%	·	·	-9%
40	CCS(=O)(=O)c1nc2ccccc2n1Cc1ccccc1Cl	1%	2%	-3%	-14%	30%[activator][38.3 µM]	-0.8%	-13%[46.1 µM]	-13%
41	CCN(CC)CCCNC(=O)CCC(=O)Nc1ccc2nc(N3CCCCC3)cc(C)c2c1	-1%	1%	?	-7%	10%	-2.1%	29%	-7%
42	O=C(Cc1cccs1)Nc1nnc(-c2ccc(F)cc2)s1	1%	-10%	?	24%	-18%	-0.5%	?	i
43	O=C1CS/C(=N/N=C/c2ccco2)N1Cc1ccc(F)cc1	·	16%	-8%	·	·	0.1%	-1%	i
44	O=C(CCCSc1nc2ccccc2[nH]1)NC1CCCCC1	-2%	1%	6%	-15%	0%	-0.1%	15%	-4%
45	COC(=O)C1=C(C)N(C)C(=S)NC1c1cc(OC)ccc1OC (stereo unspecified)	1%	2%	4%	-3%	3%	-2.9%	2%	i

Further structures follow.
cpd	molecule	Luc counter	GoLoco inh red	JMJD2E inh	SMN2 splice up	IMPase Li cell	Epigenetic derep	NPSR antag	RECQ1 helicase
46	Cn1c(=NC(=O)c2ccc3c(c2)OCCO3)sc2cc(S(C)(=O)=O)ccc21	-1%	-19%	?	8%	?	-4.1%&2.0%	?	7%
47	O=C(CSc1nnc(CN2CCOCC2)n1-c1ccc(Cl)cc1)Nc1ccc2c(c1)OCO2	0%	7%	-3%	-10%	11%[38.3 µM]	1.7%	-20%[46.1 µM]	i
48	N=C1S/C(=C\c2ccccc2)C(=O)N1c1ccc(F)cc1	0%	8%	-1%	3%	2%	-1.1%	7%	-11%
49	COc1cccc(C2=NOC(C(=O)Nc3cccc(C(C)=O)c3)C2)c1 (stereo unspecified)	-4%	4%	-3%	-1%	0%[38.3 µM]	-2.0%	-19%[46.1 µM]	18%
50	O=C(CSCc1ccc(F)cc1)NC1CCCC1	-1%	6%	-2%	4%	-6%[38.3 µM]	0.1%	-2%[46.1 µM]	-17%
51	O=C(NCCCN1CCCCCC1)[C@@H](c1ccccc1)C1CCCCC1	-6%	7%	12%	·	8%	0.4%	·	-5%
52	COc1ccc(CCNc2cn[nH]c(=O)c2Cl)cc1OC	-3%	12%	5%	0%	-2%	4.4%	-3%	i

Some of the entries so far, with two lines to a compound:
Values run as follows: Luc counter	GoLoco inh red	JMJD2E inh	SMN2 splice up	IMPase Li cell	Epigenetic derep	NPSR antag	RECQ1 helicase
45	COC(=O)C1=C(C)N(C)C(=S)NC1c1cc(OC)ccc1OC (stereo unspecified)
    1%	2%	4%	-3%	3%	-2.9%	2%	i
46	Cn1c(=NC(=O)c2ccc3c(c2)OCCO3)sc2cc(S(C)(=O)=O)ccc21
    -1%	-19%	?	8%	?	-4.1%&2.0%	?	7%
47	O=C(CSc1nnc(CN2CCOCC2)n1-c1ccc(Cl)cc1)Nc1ccc2c(c1)OCO2
    0%	7%	-3%	-10%	11%[38.3 µM]	1.7%	-20%[46.1 µM]	i
48	N=C1S/C(=C\c2ccccc2)C(=O)N1c1ccc(F)cc1
    0%	8%	-1%	3%	2%	-1.1%	7%	-11%
49	COc1cccc(C2=NOC(C(=O)Nc3cccc(C(C)=O)c3)C2)c1 (stereo unspecified)
    -4%	4%	-3%	-1%	0%[38.3 µM]	-2.0%	-19%[46.1 µM]	18%
50	O=C(CSCc1ccc(F)cc1)NC1CCCC1
    -1%	6%	-2%	4%	-6%[38.3 µM]	0.1%	-2%[46.1 µM]	-17%
51	O=C(NCCCN1CCCCCC1)[C@@H](c1ccccc1)C1CCCCC1
    -6%	7%	12%	·	8%	0.4%	·	-5%
52	COc1ccc(CCNc2cn[nH]c(=O)c2Cl)cc1OC
    -3%	12%	5%	0%	-2%	4.4%	-3%	i

Source: PubChem BioAssay (National Center for Advancing Translational Sciences (NCATS))
